# Screening results deposited in PubChem BioAssay by several laboratories.
# S1P2 blocker = antagonists of human S1P2 receptor; 97,000 compounds, 0.21% hits; cell-based S1P2 antagonist assay, inhibition at 5 uM; inhibition, % at 5 µM; in the data active means inhibition above about 45%;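 further: CRE beta-lactamase reporter cells expressing human S1P2 stimulated with S1P; 0% = agonist at EC80 alone and 100% = agonist plus reference antagonist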
# Target sequence (O95136 whole entry, looked up): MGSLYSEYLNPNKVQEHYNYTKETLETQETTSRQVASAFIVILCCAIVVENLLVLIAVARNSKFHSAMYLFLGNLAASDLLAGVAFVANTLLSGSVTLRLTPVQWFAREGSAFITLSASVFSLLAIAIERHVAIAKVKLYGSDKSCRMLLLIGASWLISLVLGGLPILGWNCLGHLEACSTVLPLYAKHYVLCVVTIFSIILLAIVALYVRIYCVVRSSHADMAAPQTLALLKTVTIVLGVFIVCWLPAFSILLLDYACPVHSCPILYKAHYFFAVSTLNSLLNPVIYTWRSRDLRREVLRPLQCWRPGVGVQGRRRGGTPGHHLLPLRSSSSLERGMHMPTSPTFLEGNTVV
# Mac1 fbg inh = CD11b/CD18-fibrinogen binding inhibition; P05107+P11215; K562 CD11b/CD18 adhesion to fibrinogen, ATPlite luminescence; Mn2+ added to activate the integrin; inhibition, % at 10 µM; 93,000 compounds, 0.54% hits; AID 1497;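 active means primary inhibition of 50% or more at 10 µM, then 40% or more on retest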; further: some results filed as inactive read as strong as hits
# PostGolgi yeast = growth inhibition of a yeast mutant, post-Golgi transport screen. 98,000 compounds, 0.9% hits. AID 739. inhibition, % at 10 µM. post-Golgi transport phenotypic cell assay;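 further: yeast cells grown in 1536-well plates; yeast grown about 18 h at 30C before absorbance read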
# S1P2 agonist = agonists of human S1P2 receptor; S1P2-expressing cell line, agonist reporter read-out; activation, % at 4.5 µM; 97,000 compounds, 0.46% hits; in the data active means activation above about 16%;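 further: 0% = vehicle low control and 100% = maximal reference agonist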
# PostGolgi ctrl = yeast control strain growth, post-Golgi counter-screen; efflux-deficient yeast background strain, growth absorbance A615, 16 h; inhibition, % at 10 µM; 98,000 compounds, 5% hits; AID 738
# sEH activator = soluble epoxide hydrolase (human) activation | P34913 | purified human sEH enzymatic activity, activator screen | activation, % at 2 µM | 91,000 compounds, 0.04% hits | AID 717; in the data active means activation above about 37%; further: values of inactives mirror those of a sister screen read the other way
# Target sequence (P34913 whole entry, looked up): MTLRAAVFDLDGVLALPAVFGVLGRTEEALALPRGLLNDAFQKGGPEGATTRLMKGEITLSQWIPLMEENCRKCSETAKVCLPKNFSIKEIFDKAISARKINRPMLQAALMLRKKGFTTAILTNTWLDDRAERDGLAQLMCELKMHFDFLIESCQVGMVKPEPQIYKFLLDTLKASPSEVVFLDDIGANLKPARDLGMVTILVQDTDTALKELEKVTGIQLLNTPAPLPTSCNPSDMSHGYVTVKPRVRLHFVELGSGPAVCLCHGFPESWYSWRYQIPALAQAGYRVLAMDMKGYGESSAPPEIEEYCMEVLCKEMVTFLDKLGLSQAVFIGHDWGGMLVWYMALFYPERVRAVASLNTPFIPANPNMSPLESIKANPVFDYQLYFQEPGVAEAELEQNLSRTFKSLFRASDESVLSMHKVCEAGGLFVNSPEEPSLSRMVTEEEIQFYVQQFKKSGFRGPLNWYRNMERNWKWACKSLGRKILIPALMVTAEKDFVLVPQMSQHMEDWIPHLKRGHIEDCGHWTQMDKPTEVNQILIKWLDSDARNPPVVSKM
# sEH inhibitor = soluble epoxide hydrolase (human) inhibition; P34913; inhibition, % at 2 µM; 91,000 compounds, 0.34% hits; recombinant human sEH enzymatic activity assay; AID 707; in the data active means inhibition above about 80%; further: values of inactives mirror those of a sister screen read the other way; many of its hits are not listed in these tables
# E coli WT exp = growth inhibitors of E. coli BW25113 wild type; OD600 absorbance; growth inhibition, % at 100 µM; 98,000 compounds, 0.15% hits;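 active means growth inhibition above about 50% at one test dose, limit read from the data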;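 further: growth measured after 20 h incubation at 37 °C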
# PLAP activator = activates human placental alkaline phosphatase; purified PLAP enzyme, luminescent substrate read-out; active compounds read high; 96,000 compounds, 1.2% hits; activation fold at 20 µM; AID 696; in the data active means activation fold above about 2
# An asterisk follows results filed as active; · = no result given. Unless noted, no stated cut-off is given here; in the data, active means inhibition above about 30%; inactive means the rest.
# Short forms – A = S1P2 blocker; B = Mac1 fbg inh; C = PostGolgi yeast; D = S1P2 agonist; E = PostGolgi ctrl; F = sEH activator; G = sEH inhibitor; H = E coli WT exp; I = PLAP activator
> O=C(CC(c1ccccc1)c1ccccc1)NCC1CCCO1 (stereo not drawn)
  A = 18	B = 1	C = -6	D = -8	E = 8	F = -4	G = 5	H = -3	I = 1

> Cc1nn2c(N3CCN(C(=O)c4ccco4)CC3)cc(C(C)(C)C)nc2c1-c1ccccc1
  A = 21	B = ·	C = 10	D = -4	E = 91*	F = 28	G = -26	H = 1	I = 1.1

> COc1cc2c(cc1OC)CN(C(=O)Cc1ccc(OC)c(S(=O)(=O)N3CCOCC3)c1)CC2
  A = 12	B = -11	C = -2	D = -6	E = 1	F = -2	G = 1	H = 1	I = 1.3

> Cn1c(=O)[nH]c(=O)c2c1nc(CN1CCN(c3cccc(Cl)c3)CC1)n2CCCc1ccccc1
  A = ·	B = 6	C = -8	D = ·	E = 6	F = ·	G = ·	H = 1	I = 1.3

> O=C(CN1CCN(c2ccc(F)cc2)CC1)Nc1ccc(-n2cnnn2)cc1
  A = -11	B = ·	C = 5	D = -4	E = 6	F = 2	G = -2	H = -17	I = ·

> COc1cc(C2c3c(oc4c(C)cc(C)cc4c3=O)C(=O)N2Cc2cccnc2)cc(OC)c1OC (stereo not drawn)
  A = 16	B = ·	C = ·	D = -2	E = ·	F = 3	G = 2	H = ·	I = ·

> O=C(Oc1cccc(C(=O)N2CCOCC2)c1)c1ccc(Br)cc1
  A = 10	B = -9	C = -3	D = -4	E = 6	F = -8	G = 8	H = -3	I = 0.9

> Cc1csc(NC(=O)C2CCCN2C(=O)OCC(C)C)n1 (stereo not drawn)
  A = 3	B = -8	C = 0	D = -9	E = 2	F = 3	G = -2	H = 4	I = 1

> Cc1ccc(C2CC(=O)NC(SCc3ccccc3)=C2C#N)cc1 (stereo not drawn)
  A = 4	B = ·	C = ·	D = -6	E = ·	F = 6	G = 0	H = ·	I = ·

> O=C(CSc1ccc(Cl)cc1)Nc1ccc(N2CCN(c3ccccc3)CC2)c(F)c1
  A = 5	B = ·	C = 4	D = -1	E = -6	F = -12	G = 11	H = -6	I = 0.7

> O=C(Nc1nnc(-c2ccco2)s1)C1CC1
  A = 8	B = -4	C = 22	D = -2	E = 0	F = 6	G = -8	H = 3	I = 0.8

> Cc1nn(-c2ccccc2)c(C)c1/C=N/NC(=O)c1cc(-c2ccccc2)n[nH]1
  A = -3	B = 21	C = -6	D = -1	E = 10	F = 1	G = -1	H = -15	I = 0.1

> COc1ccc(CNC(=O)c2c(C)nc3ccccn23)cc1
  A = 1	B = ·	C = ·	D = -3	E = ·	F = -3	G = 5	H = ·	I = ·

> C=CCOC(=O)/C(=C\c1ccc(OC)cc1)NC(=O)c1ccco1
  A = -8	B = -3	C = -3	D = -5	E = 4	F = 2	G = 1	H = 3	I = 1

> Cc1coc(C)c1C(=O)CC1(O)C(=O)Nc2cc(Cl)cc(Cl)c21 (stereo not drawn)
  A = 14	B = 6	C = 7	D = -9	E = 8	F = -2	G = 1	H = -1	I = 1.6

> COC(=O)C(NC(=O)c1ccccc1)(Nc1nc(C)cs1)C(F)(F)F (stereo not drawn)
  A = 11	B = -5	C = -9	D = -4	E = -1	F = ·	G = ·	H = -6	I = 0.9

> O=C(c1ccc2c(c1)C(=O)N(CCCO)C2=O)c1ccc2c(c1)C(=O)N(CCCO)C2=O
  A = ·	B = -29	C = 8	D = ·	E = -3	F = ·	G = ·	H = -3	I = 0.8

> O=C(CNC(=O)c1ccco1)NCC(=O)OCc1cccc(Cl)c1
  A = 15	B = 3	C = 4	D = -5	E = 7	F = 4	G = -1	H = 8	I = 1

> O=C(NCc1ccccn1)Nc1ccc(F)cc1
  A = ·	B = -12	C = 0	D = ·	E = 18	F = ·	G = ·	H = 9	I = 1.1

> COc1ccc(OC)c(-n2c(CN3CCC(C(N)=O)CC3)nc3ccccc3c2=O)c1
  A = -24	B = 19	C = -2	D = 1	E = 8	F = -4	G = 7	H = 7	I = 1.6

# 2 entries drawn at random from those above:
# Short forms – A = S1P2 blocker; B = Mac1 fbg inh; C = PostGolgi yeast; D = S1P2 agonist; E = PostGolgi ctrl; F = sEH activator; G = sEH inhibitor; H = E coli WT exp; I = PLAP activator
> C=CCOC(=O)/C(=C\c1ccc(OC)cc1)NC(=O)c1ccco1
  A = -8	B = -3	C = -3	D = -5	E = 4	F = 2	G = 1	H = 3	I = 1

> O=C(NCc1ccccn1)Nc1ccc(F)cc1
  A = ·	B = -12	C = 0	D = ·	E = 18	F = ·	G = ·	H = 9	I = 1.1

# (further entries)
# Short forms – A = S1P2 blocker; B = Mac1 fbg inh; C = PostGolgi yeast; D = S1P2 agonist; E = PostGolgi ctrl; F = sEH activator; G = sEH inhibitor; H = E coli WT exp; I = PLAP activator
> CCCSc1nc(N)c2c3c(sc2n1)CN(C)CC3
  A = ·	B = -3	C = 6	D = ·	E = 9	F = ·	G = ·	H = 11	I = 1.2

> CCCCOc1ccc(C(=O)Nc2ccc(N3CCN(C)CC3)cc2)cc1
  A = 12	B = -12	C = -3	D = -2	E = 9	F = 11	G = -16	H = 7	I = 1.2

> O=C(CN(C(=O)CSc1nnc(COc2ccccc2)o1)c1ccc(F)cc1)NC1CCCCC1
  A = -15	B = -32	C = -1	D = -4	E = 3	F = -28	G = 28	H = -6	I = 0.9

> Cc1csc2nc(CNS(=O)(=O)N(C)C)cn12
  A = -5	B = -9	C = -2	D = -3	E = 6	F = -9	G = 12	H = 2	I = 0.8

> CCC(C)(C)NC(=O)CN(Cc1cccs1)C(=O)C(=O)Nc1ccc2c(c1)OCCO2
  A = -5	B = 6	C = -3	D = -7	E = 7	F = -4	G = 7	H = 9	I = 1.1

> O=C(NCC(F)(F)F)Nc1ccccn1
  A = -28	B = 13	C = 7	D = -1	E = 12	F = -4	G = 5	H = -2	I = 1

> O=C(COc1ncnc2c(Cl)cc(Cl)cc12)NCCC1=CCCCC1
  A = -9	B = -22	C = -6	D = -3	E = 13	F = -12	G = 14	H = -2	I = 0.9

> Cc1cc(C)nc(NC(=NCCc2c[nH]c3ccccc23)NC(=O)c2ccco2)n1
  A = -1	B = 1	C = 11	D = -1	E = 42*	F = 4	G = -4	H = -11	I = 1.6

> CCOC(=O)c1[nH]cnc1C(=O)NC1CCCCC1
  A = -32	B = 6	C = 2	D = -1	E = 4	F = -12	G = 11	H = 4	I = 2.2*

> CCOC(=O)C1=C(O)/C(=C\c2ccc(OC)c(OC)c2)N=C1C
  A = 12	B = ·	C = 2	D = -2	E = 13	F = -4	G = 3	H = -2	I = 1.2

> COc1ccc(S(=O)(=O)N2CCc3ccccc32)cc1C(=O)OCc1c(C)noc1C
  A = -4	B = 8	C = -6	D = -3	E = 2	F = 4	G = -4	H = -22	I = 1.7

> CN(C)S(=O)(=O)c1ccc(C(=O)Nc2ccc(S(=O)(=O)NC3=NCCCCC3)cc2)cc1
  A = 4	B = 5	C = 3	D = -5	E = 0	F = -3	G = 4	H = 2	I = 1.5

> Cc1cccc(N2CCN(C(c3ccccc3)c3nnnn3C(C)(C)C)CC2)c1C (stereo not drawn)
  A = -13	B = ·	C = ·	D = -3	E = ·	F = 2	G = -2	H = ·	I = ·

> CN(C(=O)c1cnc(N2CCN(c3ncccn3)CC2)c2ccccc12)c1ccc(Cl)cc1
  A = 8	B = 0	C = -3	D = -11	E = 73*	F = -1	G = 1	H = -26	I = 1.2

> N=c1sccn1CC(=O)NCCc1ccc(Cl)cc1Cl
  A = 19	B = 8	C = 15	D = -9	E = 3	F = 15	G = -17	H = 15	I = 0.8

> Cc1ccccc1S(=O)(=O)NC1OC(=O)C(Cl)=C1Cl (stereo not drawn)
  A = -6	B = 8	C = -3	D = -7	E = 11	F = 8	G = -10	H = 40	I = 0.9

> COC(=O)CSc1nc(N)c(C#N)c(-c2ccco2)c1C#N
  A = -7	B = -6	C = -5	D = -6	E = 32*	F = -1	G = 2	H = -10	I = 1

> CCOc1ccc2nc(SCC(=O)N3CCN(C(=O)c4ccco4)CC3)sc2c1
  A = 7	B = 7	C = 3	D = -5	E = 17	F = -5	G = 8	H = 15	I = 1.7

> CCOC(=O)c1ccc(NC(=O)CSc2nnc(CCc3ccc(C)o3)n2-c2ccccc2)cc1
  A = -16	B = 8	C = -9	D = -2	E = 2	F = -5	G = 4	H = -11	I = 1.2

> CCc1cccc2c(=O)c(C(=O)N3CCOCC3)c[nH]c12
  A = 13	B = -13	C = 0	D = -6	E = 5	F = -1	G = 3	H = 5	I = 0.9

# Structures shown so far that have two or more sulfur atoms:
# Short forms – A = S1P2 blocker; B = Mac1 fbg inh; C = PostGolgi yeast; D = S1P2 agonist; E = PostGolgi ctrl; F = sEH activator; G = sEH inhibitor; H = E coli WT exp; I = PLAP activator
> CCCSc1nc(N)c2c3c(sc2n1)CN(C)CC3
  A = ·	B = -3	C = 6	D = ·	E = 9	F = ·	G = ·	H = 11	I = 1.2

> Cc1csc2nc(CNS(=O)(=O)N(C)C)cn12
  A = -5	B = -9	C = -2	D = -3	E = 6	F = -9	G = 12	H = 2	I = 0.8

> CN(C)S(=O)(=O)c1ccc(C(=O)Nc2ccc(S(=O)(=O)NC3=NCCCCC3)cc2)cc1
  A = 4	B = 5	C = 3	D = -5	E = 0	F = -3	G = 4	H = 2	I = 1.5

> CCOc1ccc2nc(SCC(=O)N3CCN(C(=O)c4ccco4)CC3)sc2c1
  A = 7	B = 7	C = 3	D = -5	E = 17	F = -5	G = 8	H = 15	I = 1.7

# Following part.
# Short forms – A = S1P2 blocker; B = Mac1 fbg inh; C = PostGolgi yeast; D = S1P2 agonist; E = PostGolgi ctrl; F = sEH activator; G = sEH inhibitor; H = E coli WT exp; I = PLAP activator
> CCOc1ccccc1NC(=O)N1CCC(C(=O)c2ccc(F)cc2)CC1
  A = -5	B = -8	C = -5	D = -2	E = 8	F = 18	G = -16	H = -1	I = 1.1

> O=C(NCCCCNC(=O)c1ccc(Cl)s1)c1ccc(Cl)s1
  A = 1	B = ·	C = ·	D = -4	E = ·	F = 4	G = -2	H = ·	I = ·

> O=C(O)C1C2C=CC3(CN(C/C=C/c4ccccc4)C(=O)C13)O2 (stereo not drawn)
  A = -15	B = 1	C = 2	D = 0	E = -5	F = ·	G = ·	H = -1	I = 1.1

> C[C@H](N)c1nnc(SCc2c(Cl)cccc2Cl)o1
  A = -12	B = 7	C = 1	D = -1	E = 1	F = -10	G = 10	H = 13	I = 1.1

> CCC(=O)c1ccc(OC(=O)c2cccs2)cc1
  A = 0	B = ·	C = ·	D = -5	E = ·	F = -10	G = 12	H = ·	I = ·

> CC(=O)Nc1ccc2c(c1)n(C)c(=O)n2C
  A = -11	B = -27	C = -4	D = -3	E = 5	F = 4	G = -1	H = -5	I = 0.9

> CCCCC(=O)Nc1cccc(-c2cn3ccccc3n2)c1
  A = 15	B = 1	C = 0	D = -3	E = 13	F = 8	G = -10	H = 14	I = 0.9

> O=C(O)CC1SC(=Nc2ccccc2)N(c2ccccc2)C1=O (stereo not drawn)
  A = ·	B = -7	C = 5	D = ·	E = -4	F = ·	G = ·	H = -4	I = 1.2

> CC(C)Cc1nc2oc3c(=O)[nH]cnc3c2c2c1CCC2
  A = -1	B = 0	C = 0	D = -3	E = 21	F = ·	G = ·	H = 1	I = 1

> O=[N+]([O-])c1c(NCCO)cc(Sc2nc3ccccc3s2)c2nonc12
  A = 15	B = ·	C = 6	D = -5	E = 3	F = -2	G = -1	H = 29	I = 0.8

> Cc1ccc(C)c(Cn2cnc3c(nnn3-c3ccc(F)cc3)c2=O)c1
  A = 5	B = 7	C = -1	D = -2	E = 0	F = -1	G = 0	H = -7	I = 0.9
